FLuc inh: inhibitors of firefly luciferase | P08659 | purified firefly luciferase, luminescence, 8 min | Potency, µM (titrated, usually from 57.1 µM), for inactives: top-dose activity change, negative = inhibition, actives largely listed as inhibitors | actives 2.2% (n = 72,000) | AID 411; note: potency is the fitted concentration of half-maximal effect; % is set by controls: 0 for no effect and ±100 for the full control effect; nearly all actives have a fitted effect of over 40% in size
Target sequence (P08659 whole entry, looked up): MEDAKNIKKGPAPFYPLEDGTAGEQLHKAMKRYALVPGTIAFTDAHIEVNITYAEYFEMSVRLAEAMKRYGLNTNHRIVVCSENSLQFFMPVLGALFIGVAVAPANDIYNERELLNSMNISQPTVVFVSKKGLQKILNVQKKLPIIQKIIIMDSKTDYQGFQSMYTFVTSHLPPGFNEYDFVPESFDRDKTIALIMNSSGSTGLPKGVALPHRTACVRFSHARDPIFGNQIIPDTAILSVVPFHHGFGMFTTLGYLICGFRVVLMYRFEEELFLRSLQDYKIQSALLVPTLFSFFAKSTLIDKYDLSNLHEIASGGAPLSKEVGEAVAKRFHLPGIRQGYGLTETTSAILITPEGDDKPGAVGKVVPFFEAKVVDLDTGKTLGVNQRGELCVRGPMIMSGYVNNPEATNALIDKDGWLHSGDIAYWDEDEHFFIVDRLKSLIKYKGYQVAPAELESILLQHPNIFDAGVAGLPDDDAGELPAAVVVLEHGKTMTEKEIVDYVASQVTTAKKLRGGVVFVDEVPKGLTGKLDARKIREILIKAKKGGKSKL
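Luminescence read-out after 8 min at room temperature; enzyme reaction used luciferin plus 10 uM ATP (linear range) in imidazole buffer pH 7.2 with KCl, MgCl2, Tween 20 and BSA. Each sample was run as a titration.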
HBB splice mod: alters splicing of the hemoglobin beta chain. HBB splicing reporter cell assay, activation; EGFP reporter with mutant IVS2-654 intron; response scale: normalised to 500 nM splice-correcting PNA. Potency, µM (top dose mostly 46.1 µM), inactives show at the highest dose activation, most hits filed as activators. actives 0.06% (n = 65,000); note: potency is the fitted concentration of half-maximal effect; 0% is about no effect
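Compounds were applied for 2 days to HeLa EGFP-654 cells, 500/well in Optimem with 2% FCS. The reporter's EGFP is disrupted by mis-splicing of beta-globin intron IVS2-654. Readout: summed well GFP fluorescence from 488 nm laser scanning; reference was 500 nM antisense […] 654 PNA.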
DNA Pol III inh: inhibitors of bacterial DNA polymerase III holoenzyme. reconstituted DNA polymerase III holoenzyme replication, biochemical. Potency, µM (series often up to 57.1 µM), for inactives: top-dose activity change, negative = inhibition. actives 0.25% (n = 71,000). AID 603; note: potency is the fitted concentration of half-maximal effect; % is set by controls: 0 for no effect and ±100 for the full control effect
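Reconstituted *E. coli* holoenzyme (0.35 nM Pol III, 1 nM beta, 154 nM SSB, 2 nM primase) was preincubated with compound for 15 min at RT. Synthesis on 1.4 nM ssM13Gori ran 35 min, then was stopped with PicoGreen/EDTA and read as dsDNA fluorescence.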
HADH2 inh: blocks human hydroxyacyl-CoA dehydrogenase type II. AID 886. Potency, µM (top dose mostly 57.1 µM), for inactives: at the top dose activity change, negative = inhibition, hits mostly inhibitors. recombinant HADH2, NADH fluorescence, beta-hydroxybutyryl-CoA. actives 3.4% (n = 73,000). Q99714; note: potency is the fitted concentration of half-maximal effect; % is set by controls: 0 for no effect and ±100 for the full control effect; nearly all actives have a fitted effect of over 60% in size; many of its hits are not listed in these tables
Target sequence (Q99714 whole entry, looked up, one chain of several): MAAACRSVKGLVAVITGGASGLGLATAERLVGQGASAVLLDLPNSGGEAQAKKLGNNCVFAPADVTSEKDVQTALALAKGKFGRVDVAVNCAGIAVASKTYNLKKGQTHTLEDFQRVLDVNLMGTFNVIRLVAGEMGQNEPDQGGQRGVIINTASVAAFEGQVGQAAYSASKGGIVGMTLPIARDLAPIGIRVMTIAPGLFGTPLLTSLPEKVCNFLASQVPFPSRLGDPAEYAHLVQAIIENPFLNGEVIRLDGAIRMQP
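His-tagged recombinant enzyme from E. coli, 20 nM, preincubated 15 min RT with compound; reaction started with 1 mM NAD+ and 90 uM beta-hydroxybutyryl-CoA in 100 mM Tris-HCl pH 9.0. NADH fluorescence (ex 360/em 450) read over 4 min; last-minus-first difference.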
CRE-bla Fsk: alters forskolin-stimulated CRE reporter signaling in CHO cells; CHO CRE-bla reporter (cAMP response element driving beta-lactamase), forskolin EC10, beta-lactamase ratio; Potency, µM (titrated, usually from 38.2 µM), for inactives: at the top dose activity change, negative = inhibition, actives largely listed as activators; actives 2.5% (n = 71,000); active = well fitted activation curve with a large enough effect in the signal ratio, with a control signal flat, not every such curve was filed as active; inconclusive = small, poorly fitted or top-dose-only effect, or effect the other way, or a change in a side signal; the % refers to the signal ratio; note: potency is the fitted concentration of half-maximal effect; % of control where 0% means no effect
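Modulation of forskolin-driven signalling is measured in CHO cells carrying a CRE-controlled beta-lactamase reporter. Cells are stimulated with EC10 NKH 477 in the presence of titrated compound for 3 h at 37 °C, then loaded with CCF4 for 2 h at room temperature.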
15-hLO inh: 15-hLO (ALOX15) enzyme inhibition; P16050; purified 15hLO-1, xylenol orange hydroperoxide absorbance; Potency, µM (doses to about 57.1 µM), inactives show top-dose activity change, negative = inhibition, actives largely listed as inhibitors; actives 1.4% (n = 74,000); note: potency is the fitted concentration of half-maximal effect; % is set by controls: 0 for no effect and ±100 for the full control effect; nearly all actives have a fitted effect of over 55% in size
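40 nM 15hLO-1 + cpd, 15 min RT; start w/ 50 uM AA (final), 6 min RT; stop/detect w/ 200 uM XO + 300 uM Fe(II) in 50 mM H2SO4, 30 min; A573/A405. Buffer 25 mM Hepes pH 7.5, 0.01% Triton X-100. No-enzyme wells as negative control.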
GFP derepression: derepresses silenced GFP locus in mouse C127i cells | mouse C127i GFP locus derepression, cytometry, 30 h | AID 597 | actives 0.09% (n = 68,000) | Potency, µM (doses to about 46.1 µM), for inactives: at the top dose GFP derepression (activation); note: % of control where 0% means no effect
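Murine C127i mammary cells carrying a silenced, stably integrated CMV-driven GFP reporter were treated with compound for 30 hours at 37 C. After PBS washes, GFP-positive cells were counted by laser-scanning microplate cytometry.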
ERK AVP inh: blocks ERK signaling stimulated by vasopressin | Potency, µM (titrated, usually from 57.5 µM), for the others: at the top dose activity, negative = inhibition, hits mostly inhibitors | HEK293-V1b, vasopressin-stimulated pERK AlphaScreen | actives 0.99% (n = 72,000) | AID 995; note: potency is the fitted concentration of half-maximal effect; % is set by controls: 0 for no effect and ±100 for the full control effect; nearly all actives have a fitted effect of over 55% in size
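qHTS, compounds titrated on V1b-expressing HEK293 cells. Preincubation 30 min at 37C, vasopressin 25 nM for 5 min, lysis 10 min, bead incubation 5 hr at room temperature.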
Tau filament bind: binds recombinant human tau filaments | recombinant tau filaments, thioflavin S fluorescence, 15 h; filaments grown with octadecylsulfate alongside compound | Potency, µM (titrated, usually from 57.1 µM), for inactives: at the highest dose activity change, negative = inhibition | actives 2% (n = 71,000) | AID 596;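 note: potency is the fitted concentration of half-maximal effect; % is set by controls: 0 for no effect and ±100 for the full control effect; actives lower thioflavin S fluorescence by blocking filaments or displacing dye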
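Tau 2 uM in ThS buffer dispensed; compound added; 60 uM ODS added (finals 1 uM tau, 30 uM ODS); 15 h 37 C; fluor ex450/em510.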
Hsp90 Hop PPI: changes Hsp90-Hop TPR2A binding signal, up or down; AlphaScreen TPR2A-His6 binding biotin-Hsp90 C-terminal peptide; Potency, µM (series often up to 57 µM), for the others: top-dose activity change, negative = inhibition; actives 0.44% (n = 71,000); active = well fitted curve in either direction with a large enough effect; inconclusive = small, poorly fitted or top-dose-only effect, or another doubt; note: potency is the fitted concentration of half-maximal effect; % is set by controls: 0 for no effect and ±100 for the full control effect; many of its hits are not listed in these tables
UbGFP stabilizer: inhibits proteasome, raising ubiquitin-GFP reporter fluorescence | Potency, µM (doses to about 45.9 µM), for the others: top-dose activation (GFP accumulation), usual class: activators | 67,000 tested, under 10 active | Ubiquitin-GFP reporter cells, proteasome inhibition, GFP fluorescence; response scale: untreated = 0%, 10 µM MG-132 = 100% | AID 526; active = well fitted activation curve with a large enough effect, not every such curve was filed as active; inconclusive = small, poorly fitted or top-dose-only effect, or another doubt; inactive = no such curve, though single readings can be large or run the other way; note: potency is the fitted concentration of half-maximal effect
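U2OS Ub(G76V)-GFP reporter; O/N plating, 0.5% FBS; cpd 46 uM–2.9 nM, 4 h, 37 °C; GFP+ cell count, 488/515 nm; norm. to basal vs 10 uM MG-132; CRC fit.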
The depositor's hits bear a star; [ ] = remark or other dose. Unless noted, calls come from the whole dose curve; as a rule, active = well fitted curve in the direction sought with a large enough effect; inconclusive = small, poorly fitted or top-dose-only effect, or another doubt; inactive = no such curve, though single readings can be large; an effect the other way counts as inactive or inconclusive. This is a subset; the hit share may differ from the screen's.

Results for Cc1noc(C)c1S(=O)(=O)N1CCCC(C(=O)N2CCC(C)CC2)C1 (centres undefined) ?
FLuc inh: -2.3%; HBB splice mod: -0.9%; DNA Pol III inh: -1.7%; HADH2 inh: 3.8%; CRE-bla Fsk: 3.4%; 15-hLO inh: 3.3%; GFP derepression: -2.2%; ERK AVP inh: 2.8%; Tau filament bind: 5.1%; Hsp90 Hop PPI: 0.0%; UbGFP stabilizer: -0.7%

How did Cc1cc(N2CCCC2=O)cc(C)c1S(N)(=O)=O do in these assays?
FLuc inh: 1.3%; HBB splice mod: 0.0%; DNA Pol III inh: -4.0%; HADH2 inh: -1.7%; CRE-bla Fsk: inconclusive; 15-hLO inh: -1.5%; GFP derepression: -4.8%; ERK AVP inh: -4.7%; Tau filament bind: -10.7%; Hsp90 Hop PPI: 2.0%; UbGFP stabilizer: -0.9%

Results for CC(=O)OCC1=C(C(=O)O)N2C(=O)[C@@H](NC(=O)CSc3ccncc3)[C@@H]2SC1 ?
FLuc inh: 1.5%[25.5 µM]; HBB splice mod: -0.1%[20.6 µM]; DNA Pol III inh: -0.9%[25.6 µM]; HADH2 inh: inconclusive; CRE-bla Fsk: -0.1%[17.1 µM]; 15-hLO inh: 2.7%[25.6 µM]; GFP derepression: 1.7%[20.6 µM]; ERK AVP inh: 1.1%[25.7 µM]; Tau filament bind: 3.1%[25.6 µM]; Hsp90 Hop PPI: -2.5%[26 µM]; UbGFP stabilizer: 0.0%[20.5 µM]

Results for CC(C)COC(=O)N1CCCC1C(=O)Nc1nccs1 (centres undefined) ?
FLuc inh: 0.6%; HBB splice mod: 2.2%[0.369 µM]; DNA Pol III inh: -4.2%; HADH2 inh: 3.0%; CRE-bla Fsk: 11.4%; 15-hLO inh: -14.1%; GFP derepression: 0.0%; ERK AVP inh: -12.2%; Tau filament bind: -2.4%; Hsp90 Hop PPI: 2.7%

How did COc1ccc(-c2cc3nc(C)c(CCC(=O)N4CCCCC4)c(C)n3n2)c(OC)c1 do in these assays?
FLuc inh: 1.3%; HBB splice mod: -1.3%; DNA Pol III inh: -4.2%; HADH2 inh: 12.0%; CRE-bla Fsk: 4.6%; 15-hLO inh: 0.7%; GFP derepression: 3.5%; ERK AVP inh: -11.1%; Tau filament bind: 4.6%; Hsp90 Hop PPI: -3.8%; UbGFP stabilizer: -3.2%

What do the screens show for `FC(F)(F)C(F)(F)C(F)(F)c1nnc2ccc(N3CCOCC3)nn12`?
FLuc inh: 1.3%; HBB splice mod: -0.4%[57.5 µM]; DNA Pol III inh: -3.1%; HADH2 inh: -14.4%; CRE-bla Fsk: 2.9%; 15-hLO inh: 13.9%; GFP derepression: 8.1%; ERK AVP inh: -19.7%; Tau filament bind: -0.6%; Hsp90 Hop PPI: 0.4%; UbGFP stabilizer: 4.3%

How did Nc1cc(C(=O)O)ccc1N1CCCCCC1 do in these assays?
FLuc inh: -1.8%; HBB splice mod: -0.3%; DNA Pol III inh: -2.1%; HADH2 inh: 6.6%; CRE-bla Fsk: -2.5%; 15-hLO inh: -25.3%; GFP derepression: 0.0%; ERK AVP inh: -18.0%; Tau filament bind: 2.8%; Hsp90 Hop PPI: -1.5%; UbGFP stabilizer: -0.4%

What do the screens show for `OCCn1c(-c2ccc3c(c2)OCO3)csc1=Nc1ccccc1`?
FLuc inh: -8.4%; HBB splice mod: -2.1%[57.5 µM]; DNA Pol III inh: -4.8%; HADH2 inh: -1.8%; CRE-bla Fsk: -11.3%; 15-hLO inh: -21.1%; GFP derepression: 2.2%; ERK AVP inh: inconclusive; Tau filament bind: -11.0%; Hsp90 Hop PPI: inconclusive; UbGFP stabilizer: -3.5%

What do the screens show for `O=C(CSc1nnc(-c2ccccc2)n1-c1ccccc1)NCc1ccco1`?
FLuc inh: 0.0%; HBB splice mod: 0.5%; DNA Pol III inh: 3.6%; HADH2 inh: 10.6%; CRE-bla Fsk: 4.9%; 15-hLO inh: 3.5%; GFP derepression: 0.0%; ERK AVP inh: -16.1%; Tau filament bind: 7.7%; Hsp90 Hop PPI: -4.5%; UbGFP stabilizer: 12.4%

Results for CCOC(=O)C1CCN(C(=O)COC(=O)CCOc2ccc(C)cc2)CC1 ?
FLuc inh: -2.6%; HBB splice mod: -0.9%; DNA Pol III inh: -6.2%; HADH2 inh: 7.0%; CRE-bla Fsk: -3.7%; 15-hLO inh: 5.4%; GFP derepression: 2.6%; ERK AVP inh: -16.8%; Tau filament bind: -2.1%; Hsp90 Hop PPI: -11.4%; UbGFP stabilizer: 1.0%

What do the screens show for `O=C(c1n[nH]c(=O)c2ccccc12)N1CCN(c2ccc(F)cc2)CC1`?
FLuc inh: 0.0%; HBB splice mod: -0.2%[57.5 µM]; DNA Pol III inh: 2.0%; HADH2 inh: -3.0%; CRE-bla Fsk: 8.5%; 15-hLO inh: -2.1%; GFP derepression: -1.6%; ERK AVP inh: -0.2%; Tau filament bind: 9.2%; Hsp90 Hop PPI: -4.1%; UbGFP stabilizer: -1.8%

Results for COc1cccc(C(=O)NC2CCN(C(=O)N3CCCCC3)CC2)c1 ?
FLuc inh: 2.1%; DNA Pol III inh: 1.8%; HADH2 inh: 6.2%; CRE-bla Fsk: 2.1%; 15-hLO inh: -7.9%; GFP derepression: -1.3%; ERK AVP inh: -4.5%; Tau filament bind: -3.4%; Hsp90 Hop PPI: 0.8%; UbGFP stabilizer: 2.6%

What do the screens show for `Cc1cc(NC(=O)CSC2=NCCS2)no1`?
FLuc inh: 0.4%; HBB splice mod: 0.8%; DNA Pol III inh: -2.9%; HADH2 inh: -4.3%; CRE-bla Fsk: -18.3%; 15-hLO inh: 8.8%; GFP derepression: -2.9%; ERK AVP inh: 2.0%; Tau filament bind: 15.5%; Hsp90 Hop PPI: -3.2%; UbGFP stabilizer: 0.4%

What do the screens show for `O=C(Nc1cccnc1)c1scc2c1OCCO2`?
FLuc inh: -1.5%; HBB splice mod: -0.4%; DNA Pol III inh: 0.3%; HADH2 inh: -4.9%; CRE-bla Fsk: 0.8%; 15-hLO inh: 6.0%; GFP derepression: 4.0%; ERK AVP inh: 15.1%; Tau filament bind: -3.6%; Hsp90 Hop PPI: -3.4%; UbGFP stabilizer: -6.3%

How did COc1ccc(N2CCN(C(=O)Cc3ccc(-n4c(=O)[nH]c5ccccc5c4=O)cc3)CC2)cc1 do in these assays?
FLuc inh: 0.8%; HBB splice mod: -0.8%; DNA Pol III inh: -10.6%; HADH2 inh: -9.4%; CRE-bla Fsk: inconclusive; 15-hLO inh: -7.7%; GFP derepression: -1.4%; ERK AVP inh: 0.5%; Tau filament bind: -7.4%; Hsp90 Hop PPI: -6.0%; UbGFP stabilizer: 1.2%

What do the screens show for `c1ccc(CNC2=NCCCCC2)cc1`?
FLuc inh: -0.7%; HBB splice mod: 0.4%[57.5 µM]; DNA Pol III inh: -0.8%; HADH2 inh: -5.7%; CRE-bla Fsk: -4.6%; 15-hLO inh: 6.2%; GFP derepression: 0.0%; ERK AVP inh: 15.9%; Tau filament bind: -1.3%; Hsp90 Hop PPI: -0.1%; UbGFP stabilizer: 0.1%

How did Cc1cc(C)nc(Nc2n[nH]c(-c3ccccc3Br)n2)n1 do in these assays?
FLuc inh: inconclusive; HBB splice mod: -0.5%; DNA Pol III inh: -1.2%; HADH2 inh: 10.2%; CRE-bla Fsk: 21.4%; 15-hLO inh: 6.1%; GFP derepression: 2.1%; ERK AVP inh: -21.4%; Tau filament bind: 6.3%; Hsp90 Hop PPI: -0.9%; UbGFP stabilizer: -4.4%

Results for CCOC(=O)N1CCC(NC(=O)CSCc2cnn(-c3ccccc3)c2-n2cccc2)CC1 ?
FLuc inh: 0.4%; HBB splice mod: -0.9%; DNA Pol III inh: -7.8%; HADH2 inh: -2.9%; CRE-bla Fsk: inconclusive; 15-hLO inh: 1.0%; GFP derepression: 2.9%; ERK AVP inh: 9.6%; Tau filament bind: -2.0%; Hsp90 Hop PPI: -6.4%; UbGFP stabilizer: 12.0%

What do the screens show for `O=C(Cn1c(CN2CCCCC2)nc2ccccc2c1=O)NC1CCCCC1`?
FLuc inh: 2.0%; HBB splice mod: -0.3%[57.5 µM]; DNA Pol III inh: 0.1%; HADH2 inh: -7.8%; CRE-bla Fsk: -10.5%; 15-hLO inh: 2.3%; GFP derepression: -1.3%; ERK AVP inh: 15.4%; Tau filament bind: 3.4%; Hsp90 Hop PPI: -0.6%; UbGFP stabilizer: 4.0%

Source: PubChem BioAssay (National Center for Advancing Translational Sciences (NCATS))
